Source: PubChem (several laboratories)
HSP90 inh: HSP90 inhibitors, primary screen, cell lysate, luminescence; inhibition, % at 5.6 µM; Rabbit reticulocyte lysate, luciferase refolding luminescence, 3 h; hit rate 0.91% among 290,000; Heat shock protein HSP 90 (rabbit reticulocyte lysate; luciferase refolding);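 active means inhibition above the screen-wide mean plus 3 SD, computed separately per campaign, cut at about 16% in these data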;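 further: 0% = DMSO wells and 100% = 60 µM geldanamycin wells; inhibitors lower the luminescence because luciferase stays unfolded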
AI-2 QS modul: Vibrio harveyi AI-2 quorum sensing modulators, primary screen, JMH597 strain, luminescence/OD600 ratio; hit rate 0.4% among 300,000; AID 2094, 2009; Vibrio harveyi JMH597 AI-2 luminescence/OD600 ratio, 9 h; hits give low values; strain lacks LuxN and CqsS sensors; 0 = neutral-control median; activity change, % at 7.5 µM; in the data active means activity change below about -75%, passing the limit was not always enough; inconclusive means no clear call, values can overlap the other calls;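 further: luminescence divided by OD600 gain over 9 h not by final OD600 alone; inactives centre near 13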
HSF1 activator: HSF-1 activators, primary screen, NIH3T3-HGL cells, MG132 stress, luminescence, single point. activation, % at 9 µM. hit rate 1.7% among 300,000. NIH3T3-HGL HSF-1 luciferase reporter, 8 h; 100% = twice DMSO control signal. AID 504408, 2011;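 active means mean replicate activation of at least 50% with a set share of replicates each reaching 50%; inconclusive means only one of those two conditions met; inactive means mean below 50% and too few replicates reaching it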;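 further: 0% = median of the neutral control wells and 100% = twice that signal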
HIF activator: HIF pathway transcriptional activators, primary screen, cell-based, U2OS HRE-luciferase, luminescence. U2OS HRE-luciferase reporter; normalized: DMSO 0%, desferrioxamine 100%. activation, % at 7.5 µM (by protocol). hit rate 0.32% among 300,000. AID 1910, 2009;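 active means mean activation of at least 10% of the iron chelator positive control signal, with at least half of replicates also reaching 10%; inconclusive means mean and replicate majority disagree about reaching 10%; inactive means mean and most replicates under 10%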
SKKanGAS inh: S. pyogenes SKKanGAS growth inhibitors in kanamycin, primary screen, streptokinase expression inhibitor project, SKKanGAS strain, BacTiter-Glo luminescence; 6 h; hit rate 1.3% among 300,000; inhibition, % at 7.5 µM;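 active means mean replicate score, as percent of positive control median, at least 50; inconclusive means mean below 50 but one replicate at or above 50; inactive means mean and every replicate below 50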;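 further: strain carries kanamycin resistance gene driven by streptokinase promoter and grows in 40 µg/ml kanamycin; loss of luminescence reflects streptokinase promoter inhibition or plain growth inhibition; 0% = median of DMSO wells and 100% = positive control at its reference dose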
Platelet DG rel: inhibitors of platelet dense granule secretion, primary screen, cell-based, MLPCN, human platelets; human platelet-rich plasma, SFLLRN dense granule ATP release, luminescence; hit rate 0.22% among 300,000; inhibition, %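 (compounds screened at 7.5 µM in platelet-rich plasma)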;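 active means mean replicate score, as percent of positive control, at or above 50; inconclusive means mean below 50 but at least one replicate at or above 50; inactive means mean and every replicate below 50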
KLF5 inhibitor: KLF5 expression inhibitors, primary screen, DLD-1 cells, luminescence. inhibition, % at 5 µM. hit rate 0.23% among 290,000. DLD-1 KLF5 promoter-luciferase reporter;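 active means inhibition above a per-plate limit of that plate's mean compound inhibition plus 3 SD, cut at about 60% in these data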;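 further: 0% = DMSO wells and 100% = LY294002 at 200 µM; higher means less KLF5 promoter-driven luciferase light; inactives centre near -14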
HSF1 inhib: HSF1 inhibitors in luciferase reporter cells, primary screen, cell-based, NIH3T3, luminescence; NIH3T3-HGL HSE-luciferase, MG132-induced, luminescence 8 h; hits give low values; activity change, negative = inhibition, % at 7.5 µM (by protocol); hit rate 0.77% among 300,000; AID 2098, 2009;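 active means more than half of replicate wells show activity change below -50%, luminescence cut by over half; inconclusive means some wells, but at most half, below -50%; inactive means no replicate well below -50%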;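 further: luciferase reports HSF-1 transcriptional activity via heat shock element; 0% = median of DMSO wells and -100% = zero luminescence signal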
IEC-6 tox: cytotoxicity in IEC-6 intestinal epithelial cells, primary screen, cytotoxicity control for KLF5 inhibitor project, cell-based, luminescence. IEC-6 cytotoxicity, luminescence viability. inhibition, % at 5 µM. hit rate 0.78% among 290,000. AID 1825, 2009; in the data active means inhibition above about 22%;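 further: 0% = plate median of test compound wells and 100% = cytotoxic reference compound wells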
aSyn UTR inh: MLPCN primary screen, SNCA 5' untranslated region | AID 1813, 2009 | hit rate 0.82% among 300,000 | alpha-synuclein 5'UTR reporter, inhibitor activity | inhibition, % (tested at 7.5 µM); in the data active means inhibition above about 60%; inconclusive means no clear call, values can overlap the other calls;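 further: H4 neuroglioblastoma cells stably carrying SNCA 5'UTR luciferase fusion; 0% = DMSO wells and 100% = positive control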
Starred values were filed as active, the others as inactive; ? = inconclusive; . = not tested or not shown. The order is random; 6% or so of the library scored in one or more.

Compound	HSP90 inh	AI-2 QS modul	HSF1 activator	HIF activator	SKKanGAS inh	Platelet DG rel	KLF5 inhibitor	HSF1 inhib	IEC-6 tox	aSyn UTR inh
CCc1ccc(N2CN(CCc3ccccc3)CNC2=S)cc1	4	14	.	.	-1	.	19	.	0	.
COC(=O)/C=C/c1c(C)[nH]c(=O)[nH]c1=O	2	31	3	-0.3	-7	-2	-11	6	-2	-21
CN(Cc1nccn1C)C(=O)CC1C(=O)NCCN1CC(c1ccccc1)c1ccccc1 (stereo not given)	-2	13	.	.	5	-3	-9	.	1	8
Cc1ccc(CN2CCN(c3ncccn3)CC2)c(C)c1	-5	13	1	-1.2	2	2	-18	0	-2	-17
O=C(CC(=O)Nc1cccc(F)c1)Nc1cccc(F)c1	0	5	7	0.5	-4	0	-26	0	-3	-23
Cc1ccc(NC(=O)CSc2nnc(NC(=O)C3CC3)s2)cc1	1	16	9	0.7	1	-1	-50	5	1	20
O=C(NCCCn1ccnc1)c1ccc(Cl)cc1	-3	5	-6	4.9	2	-1	-11	4	6	-2
CN(Cc1ccccc1)S(=O)(=O)c1csc(C(N)=O)c1	1	16	10	0.0	-2	0	-3	-3	4	11
Cc1ccc(CNC(=O)C(OC(=O)c2cccs2)C(C)C)cc1 (stereo not given)	-5	28	8	0.0	2	1	22	6	-5	7
CC(Sc1nc(-c2ccccc2)cc(C(F)(F)F)n1)C(=O)Nc1ccc2c(c1)OCO2 (stereo not given)	-1	19	2	-0.3	12	-4	-22	-8	-2	12
CCC(C)NC(=O)C1CC(c2ccc(OC)cc2)=NO1 (stereo not given)	-1	19	-1	0.9	-1	3	-5	-3	2	-41
CCn1cc(C2=NOC(C(=O)Nc3c(C)nn(Cc4ccc(F)cc4)c3C)C2)c(C)n1 (stereo not given)	-6	34	9	0.0	-2	22	-24	5	-5	-8
O=C1C=CC(=O)N1Nc1ccc(Br)cc1	-3	31	-5	-0.3	3	-16	17	-6	9	10
NC(=O)c1ccccc1N/C=C1\CCCCC1=O	6	36	38	0.2	-4	6	7	-2	4	6
COC(=O)CC(c1ccc(C(C)C)cc1)n1cccc1 (stereo not given)	1	9	3	-0.3	0	-3	-8	15	5	-8
COc1cc2ccccc2cc1C(=O)N(CCN(C)C)c1nc2ccc(C)cc2s1	-1	19	-4	1.1	5	11	-36	1	1	-14
Cc1cccc(Oc2sc(C(=O)c3ccccc3)c(N)c2C#N)c1	-2	18	36	-0.2	36	-4	-27	32	-3	5
CCOC(=O)C1=C(COC(=O)c2ncc(Cl)c(Cl)c2Cl)NC(=O)NC1C (stereo not given)	.	18	-8	-9.9	1	2	.	0	.	-15
O=C(NNc1nc2c(F)cccc2s1)C1=COCCO1	-1	-5	4	-0.1	1	18	-18	-3	-3	-4
O=C(Nc1cccnc1N1CCOCC1)c1ccco1	6	-2	11	0.3	8	-1	-24	-3	-3	6
Cc1cc(NC(=O)COc2cccc(Oc3ccccc3)c2)no1	0	36	-1	2.9	-1	2	-15	-7	4	-122
CCCOc1ccc(N2C(=O)CC(NCc3ccc(S(N)(=O)=O)cc3)C2=O)cc1 (stereo not given)	2	-6	1	-0.3	-7	-3	-21	-4	3	6
CCCNC(=O)N1CCN(C(=O)NCCC)CC1	-1	16	14	0.2	15	-2	-13	-1	-2	8
CC(C)CNC(=O)c1cc(-c2ccc3c(c2)OCO3)on1	31*	-1	7	1.3	0	4	-77	24	5	-100
N#C/C(=C\c1c(F)cccc1Cl)C(=O)NC1CC1	2	21	4	-0.1	1	15	0	8	0	-5
CCOc1cc(NC(=O)C2CCCCC2)c(OCC)cc1NC(=O)c1ccco1	2	15	-11	-1.1	3	-4	-23	-1	-2	20
c1ccc2c(-c3ccncc3)c[nH]c2c1	2	0	3	0.9	-6	0	-6	-2	7	-39
Cc1cc(C)n(/C(=C\N(C)C)C(=O)c2cccc([N+](=O)[O-])c2)n1	5	13	3	-0.4	11	2	-11	-5	-2	14
COc1ccc(NC(=O)CN2CCC(C)CC2)c([N+](=O)[O-])c1	0	19	8	1.6	-6	6	-1	15	6	-68
CS/C(N)=N/N=C/c1ccc2c(c1)OCO2	0	9	14	2.8	-1	6	-63	12	1	-119
Cc1ccsc1C(=O)NC(C)c1ccc2c(c1)OCO2 (stereo not given)	2	26	-1	0.4	-1	-4	-36	4	1	-12
O=C(Oc1ccc(=O)n(-c2ccccc2)n1)c1ccc(F)cc1	3	13	-11	0.5	17	10	-34	-12	7	-1
Cc1nn(CC(=O)NCc2ccccc2Cl)c(C)c1[N+](=O)[O-]	-3	35	-7	0.2	-1	8	-25	-1	-2	-33
CCc1[nH]c(C(=O)O)c(C)c1C(=O)OC	1	27	-1	-0.1	13	2	-3	-1	-1	-13
CCCOc1ccc(N2CC(C(=O)Nc3ccccc3OC)CC2=O)cc1 (stereo not given)	1	2	-10	0.1	-2	1	-44	-1	-2	26
COc1ccc2c(c1)c(C(C)=O)c(C)n2-c1ccccc1	-3	0	-43	3.4	-20	-10	1	-36	2	17
Cc1ccc(-n2c(SCn3nnc4ccccc4c3=O)nnc2-c2cccnc2)c(C)c1	-3	32	10	-0.2	-2	-3	0	4	-6	0
CCc1cc(=O)oc2cc(C)cc(OCc3nn[nH]n3)c12	2	7	-4	0.1	-2	14	-15	-4	-2	8
CC1CCc2nc(NC(=O)CN3CCN(Cc4ccc5c(c4)OCO5)CC3)sc2C1 (stereo not given)	1	22	10	0.0	3	17	-20	-1	1	12
COc1ccc(-n2c(SCC(=O)Nc3ccccc3)nc(O)cc2=O)cc1	1	9	38	-0.4	50*	-11	-32	7	0	-16
CCn1c(-c2cccn(Cc3ccc(Cl)cc3Cl)c2=O)n[nH]c1=S	-2	13	15	0.0	4	-1	1	8	-6	-2
Cc1ccc(-c2nc3nc4ccccc4nc3n2Cc2ccco2)cc1	47*	9	14	-0.4	14	.	-16	15	10	-125
C=CCn1c(-c2cccn(Cc3cccc(Cl)c3)c2=O)n[nH]c1=S	0	17	18	-0.1	-1	2	-8	-1	-2	35
Cc1ccc(NC(=S)N/N=C/c2ccc([N+](=O)[O-])s2)cc1	1	?	?	3.5	43	19	16	40	-4	-74
Cc1cc(C(=O)NCC23CC4CC(CC(C4)C2)C3)c(C)o1	1	30	5	-0.4	-4	-5	-10	2	1	-3
Cc1ccc(-c2nn3c(C)nnc3c3ccccc23)cc1S(=O)(=O)NCc1ccco1	-1	11	22	-0.2	2	10	-9	25	-2	8
CS(=O)(=O)NN1C(=O)c2ccccc2NC1c1cc2ccccc2nc1Cl (stereo not given)	-5	21	-21	1.6	0	1	-16	-13	2	-29
CC(C)C[C@H](NC(=O)Nc1cccc(Cl)c1)C(=O)O	1	10	2	-0.2	-3	-4	-5	-2	-8	5
O=C(CN1C(=O)NC2(CCCCCCC2)C1=O)NCc1cccs1	1	12	.	-0.6	1	-2	-13	.	-8	26
Cc1ccc2cc(CN(Cc3cccs3)Cc3nnnn3CC3CCCO3)c(=O)[nH]c2c1C (stereo not given)	2	16	38	0.0	-1	-2	0	8	0	19

Remaining list, next part:
Compound	HSP90 inh	AI-2 QS modul	HSF1 activator	HIF activator	SKKanGAS inh	Platelet DG rel	KLF5 inhibitor	HSF1 inhib	IEC-6 tox	aSyn UTR inh
COc1ccc(CNC(=O)C(C)NC(=O)c2cc3ccccc3o2)cc1 (stereo not given)	-3	5	-13	0.0	0	-4	-2	2	-4	16
N/N=C(\c1ccccc1)C12CN3CN(CN(C3)C1)C2	0	29	13	0.1	3	5	-19	-11	-4	1
CC(=O)C1=C(O)C(=O)N(c2cccnc2)C1c1cccc([N+](=O)[O-])c1 (stereo not given)	-2	22	-6	-0.1	5	17	-2	-1	1	1
O=C(c1ccc2oc(CCc3ccccc3)nc2c1)N1CCC(O)CC1	8	23	-24	1.9	3	-7	-119	-20	2	-73
COc1cc2c(cc1OC)C(C)N(CC(=O)Nc1ccc(S(=O)(=O)N3CCCC3)cc1)CC2 (stereo not given)	1	16	1	-0.7	-4	1	-3	0	4	5
CCCc1nc2nc(C)c(NS(=O)(=O)c3ccc(Cl)cc3)c(=O)n2[nH]1	-5	.	0	-0.3	15	1	-12	-3	5	-11
COc1ccc(NC(=O)C2Cc3cccc(OC)c3O/C2=N\O)cc1 (stereo not given)	-3	-54	7	0.6	2	0	9	-3	4	-4
COC(=O)Cn1c(C)c(C(C)=O)c(C(C)=O)c1C	5	12	-20	0.0	0	-45	-7	-5	0	3
COc1cccc(C2C(C(C)=O)=C(O)C(=O)N2CCNCCO)c1 (stereo not given)	3	4	-16	-1.3	-12	4	-30	-6	0	-1
CN(NC(=O)c1ccco1)c1nc2ccccc2nc1C(F)(F)F	2	10	31	-0.1	17	7	-10	3	-1	21
Cc1cnc(C(=O)Nc2cccc3ncccc23)cn1	0	22	7	0.1	-6	4	-23	-9	3	-10
COc1ccc(N(CC(=O)N2CCCCCC2)S(=O)(=O)c2ccccc2[N+](=O)[O-])c(OC)c1	1	11	-15	-0.7	-6	.	6	4	-7	3
O=C(Cc1ccccc1)NNC1CC(=O)N(c2ccc(Br)cc2)C1=O (stereo not given)	5	23	-12	-0.3	1	-45	2	5	4	3
Cc1cccc(CN(C(=S)Nc2c(C)cccc2C)c2cccnc2)c1	0	0	?	0.4	3	0	2	15	5	-32
O=C(N/C(=C/c1ccc([N+](=O)[O-])cc1)C(=O)N1CCOCC1)c1ccco1	2	-7	-3	-0.4	-1	-4	-57	-2	3	9
COc1ccc(C)c2sc(NC(=O)CCS(=O)(=O)c3ccccc3)nc12	-1	15	11	-0.6	12	3	-6	7	8	-9
COc1ccc(-c2cc(-c3ccccc3)n3ncnc3n2)cc1	3	15	8	-11	-4	1	-25	6	5	7
O=C(CN1C(=O)S/C(=C\c2ccccc2)C1=O)Nc1cc([N+](=O)[O-])ccc1O	1	16	5	-0.3	22	-1	-9	9	-2	-14
O=C(Nc1ccccc1Cl)c1cccs1	-2	12	2	1.1	0	16	-46	3	-8	-71
Cc1cccc(/C=C/c2onc(C)c2S(=O)(=O)N2CCC(C(=O)N3CCCCC3)CC2)c1	-2	16	26	-0.1	17	10	-16	15	-3	16
OCCN(C=NC1=NN(c2cccc(C(F)(F)F)c2)CC1)CCO	-10	15	-52	-0.6	-17	-1	-52	-38	-4	0
